HSP90 refold inh = HSP90 refolding inhibition in rabbit reticulocyte lysate. luciferase refolding luminescence, 3 h. inhibition, % at 5.6 µM. hit rate 0.91% among 290,000. AID 1789;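 active = inhibition above the screen-wide mean plus 3 SD, computed separately per campaign, cut at about 16% in these data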;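 note: 0% = DMSO wells and 100% = 60 µM geldanamycin wells; inhibitors lower the luminescence because luciferase stays unfolded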
HSF-1 act = increases HSF-1 driven luciferase reporter signal. hit rate 1.7% among 300,000. activation, % at 9 µM. AID 504408. NIH3T3-HGL HSF-1 luciferase reporter, MG132, 8 h; 100% = twice DMSO control signal;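 active = mean replicate activation of at least 50% with a set share of replicates each reaching 50%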;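 note: 0% = median of the neutral control wells and 100% = twice that signal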
GSK3B inh = blocks human GSK3beta kinase activity | GST-GSK3beta kinase, ADP-Glo luminescence, 60 min; active compounds read low | activity score (negative = inhibition), % at 10 µM | hit rate 0.038% among 300,000 | AID 2097;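 active = more than half of replicate wells score below -50%, meaning over 50% inhibition versus plate controls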;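 note: 0% = median DMSO wells and -100% = median GW8510 positive control wells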
Target sequence (P49841 whole entry, looked up): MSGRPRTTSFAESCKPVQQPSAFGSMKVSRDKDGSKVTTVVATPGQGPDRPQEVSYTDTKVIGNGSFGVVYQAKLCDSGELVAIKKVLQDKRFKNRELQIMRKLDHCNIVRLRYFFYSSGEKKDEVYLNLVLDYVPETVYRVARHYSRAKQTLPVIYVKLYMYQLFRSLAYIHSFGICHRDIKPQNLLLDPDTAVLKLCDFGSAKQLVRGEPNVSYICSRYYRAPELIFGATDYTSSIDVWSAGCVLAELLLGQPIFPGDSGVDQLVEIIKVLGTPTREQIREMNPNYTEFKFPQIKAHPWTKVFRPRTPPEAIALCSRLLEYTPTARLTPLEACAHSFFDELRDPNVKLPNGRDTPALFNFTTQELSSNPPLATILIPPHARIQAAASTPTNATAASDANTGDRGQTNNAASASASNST
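Assay system: GST-fused GSK3beta enzyme, cell-free / Medium: Tris pH 7.5 buffer with MgCl2, DTT, BSA, heparin / Also added: peptide substrate plus 25 µM ATP (final) / Compound: 10 µM single point / Timing: kinase reaction with compound 60 min at room temperature / Detection: ADP-Glo luminescence / Benchmarks: DMSO neutral wells and GW8510 at 20 µM as positive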
KLF5 inh = kruppel-like factor 5 inhibition. DLD-1 KLF5 promoter-luciferase reporter, luminescence. inhibition, % at 5 µM. hit rate 0.23% among 290,000. AID 1700;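 active = inhibition above a per-plate limit of that plate's mean compound inhibition plus 3 SD, cut at about 60% in these data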;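 note: 0% = DMSO wells and 100% = LY294002 at 200 µM; higher means less KLF5 promoter-driven luciferase light; inactives centre near -14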
AI-2 QS modul = modulates the Vibrio harveyi AI-2 quorum sensing system; Vibrio harveyi JMH597 AI-2 luminescence/OD600 ratio, 9 h; active compounds read low; strain lacks LuxN and CqsS sensors; 0 = neutral-control median; activity change, % at 7.5 µM; hit rate 0.4% among 300,000; in the data active = activity change below about -75%, passing the limit was not always enough;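 note: luminescence divided by OD600 gain over 9 h not by final OD600 alone; inactives centre near 13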
HIF activator = HIF pathway transcriptional activation; U2OS HRE-luciferase reporter, luminescence; normalized: DMSO 0%, desferrioxamine 100%; activation, % at 7.5 µM (by protocol); hit rate 0.32% among 300,000;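 active = mean activation of at least 10% of the iron chelator positive control signal, with at least half of replicates also reaching 10%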
HSF1 inhib = HSF1 inhibition | NIH3T3-HGL HSE-luciferase, MG132-induced, luminescence 8 h; active compounds read low | activity change, negative = inhibition, % at 7.5 µM (by protocol) | hit rate 0.77% among 300,000 | AID 2098;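 active = more than half of replicate wells show activity change below -50%, luminescence cut by over half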;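 note: luciferase reports HSF-1 transcriptional activity via heat shock element; 0% = median of DMSO wells and -100% = zero luminescence signal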
aSyn UTR inh = MLPCN primary screen, SNCA 5' untranslated region; hit rate 0.82% among 300,000; alpha-synuclein 5'UTR reporter, inhibitor activity; inhibition, % (tested at 7.5 µM); in the data active = inhibition above about 60%;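 note: H4 neuroglioblastoma cells stably carrying SNCA 5'UTR luciferase fusion; 0% = DMSO wells and 100% = positive control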
GSK3 alpha inh = blocks human GSK-3 alpha kinase; P49840; ADP-Glo luminescence, 60 min; inhibition, % at 10 µM; hit rate 0.1% among 320,000; AID 2650;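 in the data active = inhibition above about 50%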;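 note: GST-tagged GSK-3 alpha with peptide substrate and 25 µM ATP; 0% = DMSO neutral wells and 100% = GW8510 positive control wells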
Target sequence (P49840 whole entry, looked up): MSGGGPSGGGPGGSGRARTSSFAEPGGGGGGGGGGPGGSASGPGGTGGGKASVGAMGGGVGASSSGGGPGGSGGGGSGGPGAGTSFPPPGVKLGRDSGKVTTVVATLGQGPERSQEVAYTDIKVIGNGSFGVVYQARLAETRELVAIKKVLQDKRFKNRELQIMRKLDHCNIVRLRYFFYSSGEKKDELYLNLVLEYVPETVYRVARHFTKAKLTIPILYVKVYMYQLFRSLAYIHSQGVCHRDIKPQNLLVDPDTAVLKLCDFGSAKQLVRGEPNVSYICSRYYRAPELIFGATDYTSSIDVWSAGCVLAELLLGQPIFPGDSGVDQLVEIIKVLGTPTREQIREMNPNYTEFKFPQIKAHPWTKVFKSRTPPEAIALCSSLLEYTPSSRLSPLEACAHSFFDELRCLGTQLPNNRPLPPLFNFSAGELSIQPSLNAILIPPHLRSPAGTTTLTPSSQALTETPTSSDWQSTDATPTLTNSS
IEC-6 tox = kills IEC-6 intestinal cells in KLF5 counter-screen; IEC-6 cytotoxicity, luminescence viability; inhibition, % at 5 µM; hit rate 0.78% among 290,000; AID 1825; in the data active = inhibition above about 22%;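 note: 0% = plate median of test compound wells and 100% = cytotoxic reference compound wells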
Numbers without * were called inactive.

c1ccc2c(c1)OCC(CNCC1COc3ccccc3O1)O2 (stereo not drawn) was read as HSP90 refold inh -4, HSF-1 act -3, GSK3B inh 1, KLF5 inh -19, AI-2 QS modul 22, HIF activator -1.8, HSF1 inhib -1, aSyn UTR inh 3, GSK3 alpha inh -8 and IEC-6 tox -3.
`COc1ccccc1-n1cnnc1SCC(=O)Nc1ccccc1` gave HSP90 refold inh -8, HSF-1 act 20, GSK3B inh 2, KLF5 inh -36, AI-2 QS modul 6, HIF activator 0.7, HSF1 inhib 13, aSyn UTR inh -39, GSK3 alpha inh 0 and IEC-6 tox -3.
`Clc1ccc(-n2nnc(-c3nccs3)n2)cc1Cl` gave HSP90 refold inh 6, HSF-1 act 19, GSK3B inh 1, KLF5 inh -39, AI-2 QS modul 11, HIF activator 1.4, HSF1 inhib 15, aSyn UTR inh -92, GSK3 alpha inh -1 and IEC-6 tox 10.
CCN(CC)CCC#CC(O)(c1ccccc1)c1ccccc1 was read as HSP90 refold inh -2, HSF-1 act 6, GSK3B inh 1, KLF5 inh -11, AI-2 QS modul 13, HIF activator -0.1, HSF1 inhib -7, aSyn UTR inh 18, GSK3 alpha inh -1 and IEC-6 tox 2.
CCOc1ccc(-n2ccnc2SCC(=O)N2CCCc3ccccc32)cc1 was read as HSP90 refold inh 5, HSF-1 act 21, GSK3B inh 2, KLF5 inh -15, AI-2 QS modul 16, HIF activator -0.2, HSF1 inhib 2, aSyn UTR inh -1, GSK3 alpha inh 0 and IEC-6 tox -4.
Screening COc1ccc(OCc2nnc3n2N=C(c2ccccc2)C(CC(=O)O)S3)cc1 (stereo not drawn) returned HSP90 refold inh -1, HSF-1 act -6, GSK3B inh 0, KLF5 inh -3, AI-2 QS modul 7, HIF activator -0.2, HSF1 inhib 3, aSyn UTR inh 10, GSK3 alpha inh -1 and IEC-6 tox 1.
For FC(F)(F)c1cccc(-c2ccc(/C=N/Nc3nncc(-c4ccccc4)n3)o2)c1 the results were HSP90 refold inh 1, HSF-1 act -5, GSK3B inh 2, KLF5 inh -16, AI-2 QS modul -6, HIF activator -1.3, HSF1 inhib -3, aSyn UTR inh -55, GSK3 alpha inh -2 and IEC-6 tox -2.
CCCCN(C(=O)c1ccc([N+](=O)[O-])s1)c1c(N)n(CC(C)C)c(=O)[nH]c1=O was read as HSF-1 act 10, GSK3B inh 2, AI-2 QS modul 11, HIF activator -0.6, HSF1 inhib -2, aSyn UTR inh 8 and GSK3 alpha inh 3.
For Cc1cc(C)c(S(=O)(=O)NC(CC(=O)O)c2cccc([N+](=O)[O-])c2)c(C)c1 (stereo not drawn) the results were HSP90 refold inh -4, HSF-1 act 4, GSK3B inh 4, KLF5 inh -21, AI-2 QS modul 17, HIF activator -0.5, HSF1 inhib -2, aSyn UTR inh -2, GSK3 alpha inh -2 and IEC-6 tox 0.
`O=C(NNc1cccc(Cl)n1)c1ccc(Cl)nc1` gave HSP90 refold inh -5, HSF-1 act -4, GSK3B inh 3, KLF5 inh -30, AI-2 QS modul 7, HIF activator -0.1, HSF1 inhib -2, aSyn UTR inh 6, GSK3 alpha inh 0 and IEC-6 tox 4.
`Cc1cc([N+](=O)[O-])c(C)cc1-c1ccc(/C=N/n2cnnc2)o1` gave HSP90 refold inh -2, HSF-1 act -8, GSK3B inh -27, KLF5 inh -1, AI-2 QS modul 18, HIF activator -0.4, HSF1 inhib -9, aSyn UTR inh 12, GSK3 alpha inh -2 and IEC-6 tox 1.
For COc1cccc(-c2nnn(CC(=O)Nc3ccc(C)cc3C)n2)c1OC the results were HSP90 refold inh -2, HSF-1 act 8, GSK3B inh -3, KLF5 inh -24, AI-2 QS modul 15, HIF activator -0.5, HSF1 inhib 5, aSyn UTR inh 12, GSK3 alpha inh -3 and IEC-6 tox -11.
`O=C(CN1CCN(c2ccccn2)CC1)N1c2ccccc2Sc2ccc(C(F)(F)F)cc21` gave HSP90 refold inh -1, HSF-1 act 13, GSK3B inh 1, KLF5 inh 0, AI-2 QS modul 32, HIF activator -0.3, HSF1 inhib 0, aSyn UTR inh -4, GSK3 alpha inh -1 and IEC-6 tox -1.
Cc1c(C(=O)N(C)C)c2ccc(Cl)cc2n1O was read as HSP90 refold inh 2, HSF-1 act 17, GSK3B inh 1, KLF5 inh -9, AI-2 QS modul 5, HIF activator -0.1, HSF1 inhib -2, aSyn UTR inh 6 and IEC-6 tox 0.
Screening Cc1ccc(/C=N/c2sc3c(c2C(N)=O)CCCC3)o1 returned HSP90 refold inh -1, HSF-1 act 32, GSK3B inh 1, KLF5 inh -81, AI-2 QS modul 20, HIF activator 2.0, HSF1 inhib 14, aSyn UTR inh -114, GSK3 alpha inh 7 and IEC-6 tox 0.

Entries above with an aryl thioether with sulfur outside any ring (2):
`COc1ccccc1-n1cnnc1SCC(=O)Nc1ccccc1` gave HSP90 refold inh -8, HSF-1 act 20, GSK3B inh 2, KLF5 inh -36, AI-2 QS modul 6, HIF activator 0.7, HSF1 inhib 13, aSyn UTR inh -39, GSK3 alpha inh 0 and IEC-6 tox -3.
CCOc1ccc(-n2ccnc2SCC(=O)N2CCCc3ccccc32)cc1 was read as HSP90 refold inh 5, HSF-1 act 21, GSK3B inh 2, KLF5 inh -15, AI-2 QS modul 16, HIF activator -0.2, HSF1 inhib 2, aSyn UTR inh -1, GSK3 alpha inh 0 and IEC-6 tox -4.

Continuation.
For CN(C)S(=O)(=O)Nc1ccc2c(c1)OCO2 the results were HSF-1 act -8, GSK3B inh 3, AI-2 QS modul 12, HIF activator 0.3, HSF1 inhib -4, aSyn UTR inh -14 and GSK3 alpha inh -1.
For O=C(CCn1nnnc1CN1CCOCC1)N1CCC(c2ccccc2Cl)C1 (stereo not drawn) the results were HSP90 refold inh 0, HSF-1 act -2, GSK3B inh -5, KLF5 inh -1, AI-2 QS modul 5, HIF activator 0.4, HSF1 inhib 0, aSyn UTR inh 3, GSK3 alpha inh 0 and IEC-6 tox 0.
`OCCN1CCN(Cc2ccc3ccccc3c2)CC1` gave HSP90 refold inh -1, HSF-1 act -7, KLF5 inh -30, HIF activator -1.5, HSF1 inhib -2, aSyn UTR inh -4, GSK3 alpha inh -1 and IEC-6 tox 9.
`CCSc1nnc(NC(=O)CSc2nc3c(c(=O)n2-c2ccccc2OC)SCC3)s1` gave HSP90 refold inh 7, HSF-1 act 42, GSK3B inh 1, KLF5 inh 9, AI-2 QS modul 22, HIF activator -0.6, HSF1 inhib 25, aSyn UTR inh 22, GSK3 alpha inh -1 and IEC-6 tox -4.
`CCc1ccc(OCC(=O)N/N=C(\C)c2ccc(O)cc2O)cc1` gave HSP90 refold inh 0, HSF-1 act -7, GSK3B inh 1, KLF5 inh -9, AI-2 QS modul -78*, HIF activator -0.6, HSF1 inhib 1, aSyn UTR inh 16 and IEC-6 tox -4.
COc1ccc(NC(=O)c2cc(C)n(Cc3cccs3)c2C)cc1 was read as HSP90 refold inh 1, HSF-1 act 68*, GSK3B inh 0, KLF5 inh -121, AI-2 QS modul 16, HIF activator 1.3, HSF1 inhib 40, aSyn UTR inh -53, GSK3 alpha inh -2 and IEC-6 tox -3.
For O=C(CNC(=S)N(Cc1ccccc1Cl)C1CCCC1)NCCCN1CCOCC1 the results were HSP90 refold inh 1, HSF-1 act 7, GSK3B inh -3, KLF5 inh 14, AI-2 QS modul 11, HIF activator -0.4, HSF1 inhib 3, aSyn UTR inh -1, GSK3 alpha inh -1 and IEC-6 tox -1.
COc1ccc(N(CC(=O)N2CCN(c3cc(C)ccc3C)CC2)S(=O)(=O)c2c(C)noc2C)cc1 was read as HSP90 refold inh 7, HSF-1 act -4, GSK3B inh 2, KLF5 inh -7, AI-2 QS modul 11, HIF activator 0.6, HSF1 inhib -2, aSyn UTR inh 24, GSK3 alpha inh 0 and IEC-6 tox 1.
For CCCOc1ccc2[nH]cc(C(=O)O)c(=O)c2c1 the results were HSP90 refold inh 1, HSF-1 act -11, GSK3B inh -1, KLF5 inh 4, AI-2 QS modul -2, HIF activator -1.0, HSF1 inhib -2, aSyn UTR inh 16, GSK3 alpha inh 2 and IEC-6 tox 1.
For CCOC(=O)C1(S(=O)(=O)c2ccc(Cl)cc2)CCN(Cc2ccccc2)CC1 the results were HSP90 refold inh -1, HSF-1 act 3, GSK3B inh 0, KLF5 inh 19, AI-2 QS modul 8, HIF activator -0.4, HSF1 inhib 4, aSyn UTR inh 3, GSK3 alpha inh 1 and IEC-6 tox -2.
CC(Oc1ccccc1)C(=O)NC1CCN(Cc2ccccc2)CC1 (stereo not drawn) was read as HSP90 refold inh 2, HSF-1 act -3, GSK3B inh 2, KLF5 inh -25, AI-2 QS modul 2, HIF activator -0.5, HSF1 inhib -4, aSyn UTR inh 13, GSK3 alpha inh -1 and IEC-6 tox -3.
`C[C@H](NS(=O)(=O)OCC(Cl)(Cl)Cl)C1CC1c1ccccc1` (stereo partly drawn) gave HSP90 refold inh -1, HSF-1 act -3, GSK3B inh -1, KLF5 inh 8, AI-2 QS modul 10, HIF activator 0.0, HSF1 inhib 6, aSyn UTR inh 20, GSK3 alpha inh -1 and IEC-6 tox -4.
Screening CSCCC(NC(N)=O)C(=O)NCc1cccc(Cl)c1 (stereo not drawn) returned HSP90 refold inh 1, HSF-1 act 10, GSK3B inh -3, KLF5 inh -35, AI-2 QS modul 3, HIF activator 1.8, HSF1 inhib -6, aSyn UTR inh 12, GSK3 alpha inh -2 and IEC-6 tox -1.
COc1ccc(/C=N/N2CCN(Cc3ccc(C)cc3)CC2)cc1Br was read as HSP90 refold inh -1, HSF-1 act -19, GSK3B inh 2, KLF5 inh -2, AI-2 QS modul 15, HIF activator 0.5, HSF1 inhib 1, aSyn UTR inh 16, GSK3 alpha inh -1 and IEC-6 tox -1.
For O=C1CC2(CCN(C(=O)c3ccccc3[N+](=O)[O-])CC2)Oc2ccccc21 the results were HSF-1 act -5, GSK3B inh 5, AI-2 QS modul 25, HIF activator 0.0, HSF1 inhib -4, aSyn UTR inh 9 and GSK3 alpha inh -3.
`CCn1ncc(Br)c1C(=O)Nc1ccc(C(C)C)cc1` gave HSP90 refold inh 1, HSF-1 act 59*, GSK3B inh -3, KLF5 inh -49, AI-2 QS modul 22, HIF activator -18, HSF1 inhib 25, aSyn UTR inh -79, GSK3 alpha inh 3 and IEC-6 tox 9.
For Clc1ccc2nc(-c3ccccn3)c(Nc3ccc4c(c3)OCO4)n2c1 the results were HSP90 refold inh 2, HSF-1 act 6, GSK3B inh 1, KLF5 inh -4, AI-2 QS modul 7, HIF activator 0.4, HSF1 inhib 2, aSyn UTR inh -47, GSK3 alpha inh 0 and IEC-6 tox 0.
Cn1c(=O)[nH]c(=O)c2c1nc(CN1CCN(c3cccc(Cl)c3)CC1)n2CCc1ccccc1 was read as HSP90 refold inh 0, HSF-1 act 0, GSK3B inh 3, KLF5 inh -17, AI-2 QS modul 3, HIF activator -0.2, HSF1 inhib -3, aSyn UTR inh 13, GSK3 alpha inh -1 and IEC-6 tox 0.
`Cc1c(CC(=O)O)c(=O)oc2cc3c(cc12)CCC(C)(C)O3` gave HSP90 refold inh -1, HSF-1 act -5, GSK3B inh 0, KLF5 inh -7, AI-2 QS modul 18, HIF activator 0.4, HSF1 inhib 2, aSyn UTR inh 2, GSK3 alpha inh -2 and IEC-6 tox 3.

Screens as filed in PubChem.
